# From PubChem BioAssay
# FUS suppressor = FUS proteinopathy suppression in yeast; S. cerevisiae FUS-expressing, growth rescue, OD600, 24 h; AID 1347120; Potency, µM (doses to about 76.6 µM), without a hit: at the top dose growth rescue (activation), most hits filed as activators; 0.24% of 390,000 active;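 further: potency means the concentration at half of the fitted maximal effect; plate controls were DMSO vehicle for no effect and reference control for full effect; nearly all actives have a fitted effect of over 55% in size; some results filed as inactive show a strong effect at the top dose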
#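 Galactose (2%) drives FUS expression in yeast precultured in raffinose; seeding density OD 0.005. Test compounds incubated 24hr at 30C and 99% humidity before absorbance at 600 nm was measured.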
# Abeta yeast res = restores growth of yeast expressing A-beta42 peptide. yeast expressing A-beta42, growth rescue, OD600, 48 h; response scale: 0% DMSO, 100% iron-clioquinol control. Potency, µM (series often up to 46.1 µM), for the others: at the highest dose growth rescue, usual class: activators. 0.063% of 410,000 active. AID 1347071; further: potency means the concentration at half of the fitted maximal effect; nearly all actives have a fitted effect of over 55% in size
#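 Yeast A-beta toxicity model in growth medium with pinned compounds, 48 h at 30 C; growth read as absorbance at 600 nm. Normalized to FeCl3/clioquinol equimolar mix (positive) and DMSO (negative).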
# EPAC2 agonist = agonists of human EPAC2 (RAPGEF4); Q8WZA2; EPAC2 activation, biochemical qHTS; response scale: 100% = 6.5 mM cAMP response; Potency, µM (doses to about 154 µM), without a hit: at the highest dose activation, actives largely listed as activators; 0.079% of 360,000 active; AID 720711; further: potency means the concentration at half of the fitted maximal effect; nearly all actives have a fitted effect of over 50% in size
#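 Compounds were added across a concentration range to EPAC2 (100 nM), RAP1B-BODIPY-GDP (250 nM) and GDP (50 uM). After 5 min at room temperature, fluorescence was recorded at 5-min intervals for 30 min.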
# TDP-43 yeast inh = TDP-43 toxicity inhibition in yeast. TDP-43 expressing yeast growth rescue, BacTiter-Glo, 24 h. Potency, µM (series often up to 46.1 µM), for the others: top-dose growth rescue (activation), hits mostly activators. 1.8% of 410,000 active. AID 652104; further: potency means the concentration at half of the fitted maximal effect; % of control where 0% means no effect; nearly all actives have a fitted effect of over 50% in size
#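 Yeast expressing TDP-43 (pregrown in raffinose, seeded at OD600=0.02 in galactose medium) exposed to compounds 24 hr at 30 deg C. Growth read by BacTiter-Glo luminescence; rescue of toxicity appears as increased signal.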
# aSyn rescue = alpha-synuclein toxicity inhibition in yeast; Yeast expressing alpha-synuclein, growth rescue, BacTiter-Glo, 24 h; 0.14% of 370,000 active; Potency, µM (titrated, usually from 46.1 µM), for the others: at the top dose growth rescue (activation), actives largely listed as activators; further: potency means the concentration at half of the fitted maximal effect; % of control where 0% means no effect; nearly all actives have a fitted effect of over 65% in size
#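 Galactose-induced alpha-syn yeast (OD600=0.02, raffinose-pregrown) + pinned cpd, 24 hr, 30 deg C; growth by BacTiter-Glo luminescence. Growth restoration scores as activation.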
# DRD3 antagonist = blocks the human D3 dopamine receptor. 2.5% of 360,000 active. P35462. D3R cells, DiscoveRx beta-arrestin luminescence, antagonist mode; active compounds read low. AID 652054. max response, negative = inhibition, %; in the data active means max response below about -50%; inconclusive means no clear call, values can overlap the other calls; further: on the % scale 0 is the no-effect control and ±100 the full control effect; mostly tested at two doses, the higher about 12 µM
# Target sequence (P35462 whole entry, looked up): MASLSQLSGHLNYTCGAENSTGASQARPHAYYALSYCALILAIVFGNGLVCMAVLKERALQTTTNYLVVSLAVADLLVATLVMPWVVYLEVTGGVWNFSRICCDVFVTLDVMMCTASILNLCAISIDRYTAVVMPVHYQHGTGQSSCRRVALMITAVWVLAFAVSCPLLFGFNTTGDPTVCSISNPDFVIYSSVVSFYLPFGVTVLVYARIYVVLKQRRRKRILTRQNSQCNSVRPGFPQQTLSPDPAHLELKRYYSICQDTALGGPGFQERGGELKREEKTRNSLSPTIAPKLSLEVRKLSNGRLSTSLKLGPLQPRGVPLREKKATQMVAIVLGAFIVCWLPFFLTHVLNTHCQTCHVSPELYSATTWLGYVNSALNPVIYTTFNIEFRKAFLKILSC
#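 Cells plated overnight at 1500 cells/well, then exposed to library compounds with dopamine controls for 90 minutes at 37 degrees C. DiscoveRx reagent added for 30–60 minutes at room temperature; luminescence read, quantitative HTS format.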
# D3 ag = D3 dopamine receptor (human) agonism | P35462 | D3R DiscoveRx beta-arrestin cells, luminescence, 90 min | max activation, % | 0.58% of 410,000 active | AID 652048; in the data active means max activation above about 30%; further: 0% is about no effect; mostly tested at two doses, the higher about 12 µM
#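 Agonist mode: compounds and dopamine controls were applied to plated cells for 90 min at 37 degrees C after an overnight attachment at 1500 cells/well. Luminescent read-out followed 30 - 60 minutes at room temperature with DiscoveRx detection reagent.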
# EPAC2 antag = blocks human EPAC2 exchange factor. Potency, µM (series often up to 114 µM), without a hit: at the highest dose activity, negative = inhibition, hits mostly inhibitors. AID 720708. 0.18% of 360,000 active. EPAC2 GEF exchange of Rap1B-BODIPY-GDP, fluorescence; further: potency means the concentration at half of the fitted maximal effect; on the % scale 0 is the no-effect control and ±100 the full control effect; nearly all actives have a fitted effect of over 45% in size; many of its hits are not listed in these tables
# * hit, by the source's call; ? = inconclusive; nt = not tested or not shown; [ ] = remark or other dose. Unless noted, the call rests on the fitted dose curve; in most records, active means well fitted curve in the direction sought with a large enough effect; inconclusive means small, poorly fitted or top-dose-only effect, or another doubt; inactive means no such curve, though single readings can be large; an effect the other way counts as inactive or inconclusive.
cpd	smiles	D3 ag	aSyn rescue	EPAC2 antag	Abeta yeast res	TDP-43 yeast inh	FUS suppressor	DRD3 antagonist	EPAC2 agonist
1	N#CCC(=O)Nc1ccc(C(=O)OCC(=O)C23CC4CC(CC(C4)C2)C3)cc1	6	-8%	-16%	-8%	-7%	31%	7	5%
2	COc1cccc(C(=O)Nc2cccc(OCC(=O)O)c2)c1	-3	-3%	9%	-9%	-15%	14%	15	9%
3	CCCc1nnc(-c2cc(OC)c(OC)c(OC)c2)o1	-4	-1%	0%	3%	7%	-3%	-19	-2%
4	COC(=O)c1ccc(CN2CCC(CO)(Cc3cccc(OC)c3)CC2)cc1	-9	-2%	-6%[57.1 µM]	-13%	-7%	8%	-80*	-5%
5	Cc1ncoc1C(=O)N1CCCC(C(=O)c2ccc(C(F)(F)F)cc2)C1 (stereo unspecified)	-10	2%	-4%	-14%	0%	-7%	7	14%
6	CC(=O)OC1(C)C=Cc2ccccc2C1=NS(=O)(=O)c1ccccc1 (stereo unspecified)	-5	-4%	5%	7%	-4%	-18%	0	8%
7	CCNc1nc2nc3ccc(C)cn3c(=O)c2cc1C(=O)NCC1CCCO1 (stereo unspecified)	2	0%	4%	-2%	6%	-34%	-25	16%
8	O=S(=O)(Nc1ccc(C(O)(C(F)(F)F)C(F)(F)F)cc1)c1ccc(Cl)c2nonc12	-8	-17%	-16%	-3%	20µM*	23%	-25	4%
9	CCOC(=O)C1CCN(c2c(NCCCN(CC)Cc3ccccc3)c(=O)c2=O)CC1	-10	-8%	9%	-12%	-23%	-9%	-10	10%
10	CCOC(=O)c1c(C)[nH]c(C)c1S(=O)(=O)N1CCCC(C(=O)Nc2ccc(C)cn2)C1 (stereo unspecified)	3	nt	nt	2%	18%	12%	nt	nt
11	COc1ccc(N2C(=O)CC(N(C)CCc3ccc(OC)c(OC)c3)C2=O)cc1 (stereo unspecified)	8	-78%[inhibitor]	-25%	-94%[inhibitor]	?	5%	9	5%
12	COc1cccc2cc(C(=O)NCc3ccccc3Cl)c(=O)oc12	4	1%	6%	6%	2%	-28%	-9	-2%
13	Clc1ccccc1CNc1nc2ccccc2c2nc(-c3ccccc3)nn12	-6	nt	nt	-20%	-10%	11%	nt	nt
14	O=C(c1ccc(Cl)cc1)C(Cn1cncn1)C(Sc1ccccc1)c1ccccc1 (stereo unspecified)	-1	?	4%	8%	25%	19%	2	-8%
15	COc1ccc(-c2cc(C(=O)NCc3ccc(Cl)cc3)no2)cc1OC	-1	0%	0%	-3%	-6%	27%	20	12%

# Some of these compounds in order of molar mass, lowest first:
cpd	smiles	D3 ag	aSyn rescue	EPAC2 antag	Abeta yeast res	TDP-43 yeast inh	FUS suppressor	DRD3 antagonist	EPAC2 agonist
2	COc1cccc(C(=O)Nc2cccc(OCC(=O)O)c2)c1	-3	-3%	9%	-9%	-15%	14%	15	9%
12	COc1cccc2cc(C(=O)NCc3ccccc3Cl)c(=O)oc12	4	1%	6%	6%	2%	-28%	-9	-2%
6	CC(=O)OC1(C)C=Cc2ccccc2C1=NS(=O)(=O)c1ccccc1 (stereo unspecified)	-5	-4%	5%	7%	-4%	-18%	0	8%
5	Cc1ncoc1C(=O)N1CCCC(C(=O)c2ccc(C(F)(F)F)cc2)C1 (stereo unspecified)	-10	2%	-4%	-14%	0%	-7%	7	14%
15	COc1ccc(-c2cc(C(=O)NCc3ccc(Cl)cc3)no2)cc1OC	-1	0%	0%	-3%	-6%	27%	20	12%
4	COC(=O)c1ccc(CN2CCC(CO)(Cc3cccc(OC)c3)CC2)cc1	-9	-2%	-6%[57.1 µM]	-13%	-7%	8%	-80*	-5%
13	Clc1ccccc1CNc1nc2ccccc2c2nc(-c3ccccc3)nn12	-6	nt	nt	-20%	-10%	11%	nt	nt
11	COc1ccc(N2C(=O)CC(N(C)CCc3ccc(OC)c(OC)c3)C2=O)cc1 (stereo unspecified)	8	-78%[inhibitor]	-25%	-94%[inhibitor]	?	5%	9	5%
9	CCOC(=O)C1CCN(c2c(NCCCN(CC)Cc3ccccc3)c(=O)c2=O)CC1	-10	-8%	9%	-12%	-23%	-9%	-10	10%
14	O=C(c1ccc(Cl)cc1)C(Cn1cncn1)C(Sc1ccccc1)c1ccccc1 (stereo unspecified)	-1	?	4%	8%	25%	19%	2	-8%
10	CCOC(=O)c1c(C)[nH]c(C)c1S(=O)(=O)N1CCCC(C(=O)Nc2ccc(C)cn2)C1 (stereo unspecified)	3	nt	nt	2%	18%	12%	nt	nt
8	O=S(=O)(Nc1ccc(C(O)(C(F)(F)F)C(F)(F)F)cc1)c1ccc(Cl)c2nonc12	-8	-17%	-16%	-3%	20µM*	23%	-25	4%

# Next structures follow.
cpd	smiles	D3 ag	aSyn rescue	EPAC2 antag	Abeta yeast res	TDP-43 yeast inh	FUS suppressor	DRD3 antagonist	EPAC2 agonist
16	Cc1occc1C(=O)Nc1nnc(C2CCCCC2)s1	1	-15%	12%	-2%	-15%	10%	?	3%
17	O=C(C[n+]1ccc(C(=O)N/N=C/c2ccc(O)cc2)cc1)c1ccccc1	-4	-1%	5%	-12%	6%	17%	-24	4%
18	COCCN1CCCC(CNCc2cn(C)nc2-c2ccc(Oc3ccccc3)cc2)C1 (stereo unspecified)	-2	4%	0%	-5%	5%	-2%	-21	6%
19	N#Cc1ccccc1NC(=O)COC(=O)CCc1ccc(S(=O)(=O)N2CCCCC2)cc1	0	1%	3%	-13%	0%	11%	8	12%
20	CCN1CCN(CCCNC(=O)c2cc3c(=O)[nH]c4ccccc4c3s2)CC1	-24	-7%	0%	-10%	-11%	0%	-22	10%
21	CCOC(=O)CC1C(=O)NCCN1S(=O)(=O)c1cc(Cl)c(Cl)cc1Cl (stereo unspecified)	3	2%	-2%	18%	17%	-8%	7	-5%
22	Cc1ccc(-c2nc3c4ccccc4ccn3c2CN2CCCCC2)cc1	-12	9%	-29%	19%	8%	-22%	-17	?
23	Cn1c(SCc2ccccc2F)nc2c([nH]c3ccccc32)c1=O	-8	nt	nt	-7%	-6%	6%	nt	nt
24	C=CCn1c(C)c(C(C)=O)c(N2CCN(c3ccccc3)CC2)nc1=S	-6	6%	11%	3%	-16%	37%	7	2%
25	Nc1ccn(CC(=O)N[C@H](CO)Cc2c[nH]c3ccccc23)c(=O)n1	5	-2%	10%	-3%	4%	12%	-19	4%
26	Cc1c[nH]c(=O)c([N+](=O)[O-])c1	7	0%	13%	1%	5%	-27%	0	6%
27	NS(=O)(=O)c1cccc(NC(=O)COC(=O)CCN2C(=O)c3ccccc3C2=O)c1	2	-4%[1.84 µM]	6%	-4%	-2%	18%	-5	2%
28	CCCCNC(=O)C1(C)CCN1C(=O)c1cccc(OC(F)(F)F)c1 (stereo unspecified)	-8	0%	12%	-14%	12%	3%	0	7%
29	COc1ccc(-c2cc(-c3ccccc3)c(C#N)c(SCC(O)CS(=O)(=O)Cc3ccccc3)n2)cc1 (stereo unspecified)	-19	nt	nt	-15%	-7%	-3%	nt	nt
30	CS(=O)CC(O)(c1ccc(F)cc1)C1CC1 (stereo unspecified)	-14	-5%	2%	2%	21%	-13%	-13	-4%

# Quoted from the listing:
# `Cc1c[nH]c(=O)c([N+](=O)[O-])c1` | EPAC2 agonist: 6%
# `Clc1ccccc1CNc1nc2ccccc2c2nc(-c3ccccc3)nn12` | FUS suppressor: 11%

# Carrying on.
cpd	smiles	D3 ag	aSyn rescue	EPAC2 antag	Abeta yeast res	TDP-43 yeast inh	FUS suppressor	DRD3 antagonist	EPAC2 agonist
31	Nc1ncn(-c2ncc(C(F)(F)F)cc2Cl)n1	-23	-4%	8%	-11%	0%	14%	-2	8%
32	CC(NC(=O)COC(=O)c1ccc2c(c1)OCO2)c1ccccc1 (stereo unspecified)	4	8%	9%	-6%	12%	-10%	5	-5%
33	COc1ccc(NC(=O)C2(S(=O)(=O)c3ccc(C)cc3)CC2)cc1	-6	-1%	-8%	-4%	-2%	16%	2	12%
34	COc1cc(C(=O)NC(=S)Nc2ccc([N+](=O)[O-])cc2)cc(OC)c1OC	-2	1%	-9%	19%	13%	4%	13	-6%
35	CC(C)CCSc1cc(NCCO)c([N+](=O)[O-])c2nonc12	-1	9%	2%	-5%	7%	7%	16	-9%
36	O=C(Nc1ccc(-c2cn3ccsc3n2)cc1)C1CC1	-3	-13%	7%	-28%	-3%	6%	13	-1%
37	CCOc1ccc(NC(=O)CCn2cccn2)cc1	4	nt	nt	-6%	14%	14%	nt	nt
38	CC1CC(C)CN(C(=O)C(C)N2CCN(S(=O)(=O)c3ccccc3F)CC2)C1 (stereo unspecified)	0	3%	4%	11%	-10%	0%	3	2%
39	COc1ccccc1N(CC(=O)Nc1ccc(C)c(Cl)c1)S(=O)(=O)c1ccc(C)cc1	-6	nt	nt	15%	0%	13%	nt	nt
40	Cc1ccc(S(=O)(=O)Oc2ccc(/C=C3/N=C(c4ccccc4)OC3=O)cc2)cc1	5	14%	9%	1%	4%	nt	7	6%
41	CN(C)c1ccc(C(=O)/C=C/c2ccco2)cc1	-1	2%	-11%	-14%	?	nt	-3	-3%
42	CCCCCCCCN1C(=O)[C@H](CC(=O)NCc2cccc(C(F)(F)F)c2)C[C@@]2(C(=O)OCC)CCCC=C12	7	6%	-15%	-2%	3%	29%	50	-9%
43	CC(=O)Oc1ccc(-c2csc(Nc3ccc(S(N)(=O)=O)cc3)n2)cc1	-4	-9%	-23%	15%	nt	23%	11	13%
44	CCCn1c(SCC(=O)Nc2nc(-c3ccc(OC)cc3)cs2)nc2c1c(=O)n(C)c(=O)n2C	2	-2%	16%	-11%	-38%[inhibitor]	?	-17	-10%
45	O=C1CCCN1c1cccc(Br)c1	-7	-2%	-3%	-4%	0%	9%	-8	1%
46	COc1ccccc1NC(=O)C(=O)N/N=C/c1ccc([N+](=O)[O-])s1	4	0%	0%	-6%	8%	-4%	-14	8%
47	Cc1ccc(NC(=O)CN2CCCCC2)c2c1CC(C)(C)O2	-3	6%	4%	5%	12%	-28%	20	5%
48	Cc1noc(C)c1CSc1nc2ccccc2n1CCc1ccccc1	-7	7%	-3%	-8%	?	?	-21	24%
49	O=C(NCC(c1cccnc1)N1CCOCC1)NC1CCCCC1 (stereo unspecified)	24	7%	-3%	-25%	-3%	0%	6	6%
50	CCn1cc(C(=O)OCC(=O)N(C)C2CCS(=O)(=O)C2)c(=O)c2ccc(C)nc21 (stereo unspecified)	-2	8%	2%	20%	27%	-10%	28	12%
51	CCn1c(SCC(=O)NNC(=S)Nc2ccccc2)nnc1-c1ccc(Cl)cc1	-2	1%	4%	-23%	?	nt	0	-12%

# Some of the compounds tested; rates above refer to the full screens.
